Screening results from PubChem.
Bcl-XL Bim block = disrupts Bim peptide binding to human Bcl-XL. hit rate 0.04% among 190,000. bead flow cytometry, fluorescence. AID 1007. Q07817. inhibition, % at 10 µM
Target sequence (Q07817 whole entry, looked up): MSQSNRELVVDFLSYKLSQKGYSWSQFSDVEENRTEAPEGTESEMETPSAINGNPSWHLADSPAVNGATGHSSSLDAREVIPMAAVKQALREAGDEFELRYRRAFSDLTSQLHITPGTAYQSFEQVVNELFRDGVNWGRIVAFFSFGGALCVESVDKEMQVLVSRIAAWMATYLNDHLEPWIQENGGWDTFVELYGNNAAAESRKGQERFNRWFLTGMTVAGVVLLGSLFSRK
Bcl-2 Bim block = human Bim-Bcl-2 interaction inhibition; Bead-based flow cytometry, Bim peptide-Bcl-2 binding; hit rate 0.06% among 190,000; AID 950; inhibition, % at 10 µM; in the data active = inhibition above about 40%; inconclusive = no clear call, values can overlap the other calls;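 also: 0% = no compound wells with probe peptide and 100% = reference peptide inhibitor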
Target sequence (P10415 whole entry, looked up): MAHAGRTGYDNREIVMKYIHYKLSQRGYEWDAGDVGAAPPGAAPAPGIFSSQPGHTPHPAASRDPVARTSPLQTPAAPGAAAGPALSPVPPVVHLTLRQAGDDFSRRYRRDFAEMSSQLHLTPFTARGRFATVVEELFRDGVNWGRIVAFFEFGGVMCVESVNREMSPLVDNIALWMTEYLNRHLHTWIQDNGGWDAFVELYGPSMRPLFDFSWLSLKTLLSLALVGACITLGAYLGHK
Bim-Bcl-B = disrupts Bim peptide binding to human Bcl-B; bead-based flow cytometry; inhibition, % at 10 µM; hit rate 0.073% among 190,000;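 also: 0% = tracer peptide without compound and 100% = reference inhibitor peptide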
Bfl-1 Bim block = disrupts Bim binding to human Bfl-1 | Bead-based flow cytometry, Bim-Bfl-1 binding inhibition | inhibition, % at 10 µM | hit rate 0.12% among 190,000 | AID 1008;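 also: 0% = wells without compound plus tracer and 100% = blocker peptide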
RGS7-Gao = modulates binding of RGS7 to human Galphao | binding response (% of control), % at 10 µM | Multiplexed bead flow cytometry; actives lie on both sides | P09471 | hit rate 0.35% among 220,000; in the data active = binding response below about 49% or above about 150%; inconclusive = no clear call, values can overlap the other calls; inactive = in between;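 also: fluorescent Galphao held in activated GDP-AlF4 state binding bead-coupled RGS7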
Target sequence (P09471 whole entry, looked up): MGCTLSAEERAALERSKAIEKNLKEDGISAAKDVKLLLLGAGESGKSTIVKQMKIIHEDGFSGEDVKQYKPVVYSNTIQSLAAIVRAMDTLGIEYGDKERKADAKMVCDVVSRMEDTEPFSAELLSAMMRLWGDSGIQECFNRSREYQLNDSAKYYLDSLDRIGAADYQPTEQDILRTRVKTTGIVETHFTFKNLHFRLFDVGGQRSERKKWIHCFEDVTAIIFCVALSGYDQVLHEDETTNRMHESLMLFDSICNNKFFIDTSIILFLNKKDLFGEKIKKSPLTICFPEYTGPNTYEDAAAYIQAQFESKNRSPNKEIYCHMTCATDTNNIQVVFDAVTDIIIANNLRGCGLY
RGS4-Gao reg = human RGS4-Galphao interaction regulation; P09471; Multiplexed bead flow cytometry, RGS4-Galphao binding; actives lie on both sides; binding response (% of control), % at 10 µM; hit rate 0.33% among 220,000; in the data active = binding response below about 49% or above about 150%; inactive = in between;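 also: fluorescent Galphao activated with aluminum fluoride binding bead-coupled RGS4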
ABCG2 inh = inhibitors of human ABCG2 transporter, ABCB1 counter-screen. Q9UNQ0. IgMXP3 cells, JC-1 efflux, flow cytometry. inhibition, % at 6.6 µM. hit rate 0.1% among 190,000. AID 1325;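 active = inhibition above 80%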;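 also: 0% = DMSO and 100% = nicardipine control wells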
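Read-out basis: Efflux inhibition in percent versus controls | Test system: ABCG2 IgMXP3 and barcoded ABCB1 CCRF-Adr cell mix | Quantity: 3 million cells/mL in well | Schedule: 10 min at 25 °C | Control set: Nicardipine as high control, DMSO as low control | Reagent: JC-1 as fluorescent efflux pump substrate | Signal: Flow cytometry of retained JC-1 fluorescence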
ABCB1 block = human ABCB1 inhibition, ABCG2 as counter-screen; P08183; CCRF-Adr cells, JC-1 efflux, flow cytometry; inhibition, % at 6.6 µM; hit rate 0.067% among 190,000; in the data active = inhibition above about 40%;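 also: 0% = vehicle and 100% = reference inhibitor; higher value means more JC-1 retained so stronger ABCB1 efflux block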
RGS8-Gao = modulates binding of RGS8 to human Galphao | P09471 | multiplexed bead flow cytometry; actives lie on both sides | response (percent of control binding), % at 10 µM | hit rate 0.34% among 220,000; in the data active = response below about 60% or above about 140%; inactive = in between;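 also: Galphao activated as the GDP aluminium fluoride complex binding bead-coupled RGS8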
GSH bead fluor = GSH bead compound fluorescence profile; hit rate 0.25% among 190,000; GSH beads flow cytometry, compound fluorescence 488/530 nm; active compounds read high; fluorescence (KMESF) at 10 µM; in the data active = fluorescence above about 89;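 also: glutathione beads carrying GST-tagged Bcl family fusion proteins plus one bare bead set; values are compound well signal with DMSO vehicle wells as background; inactives centre near 16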
Bim-Bcl-W = human Bim-Bcl-W interaction inhibition. Q92843. inhibition, % at 10 µM. bead-based flow cytometry, Bim peptide-Bcl-W binding. hit rate 0.02% among 190,000;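 also: 0% = bound tracer without compound and 100% = peptide blocker; higher means less fluorescent Bim peptide bound to Bcl-W beads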
* marks the source's active call; other numbers are inactive results; ? = inconclusive. Rule as the data show it, unless noted: active = inhibition above about 40%. Not a hit list. About 1.1% of those tested had a hit in this group.

nr	mol	ABCB1 block	Bfl-1 Bim block	Bim-Bcl-W	Bcl-2 Bim block	RGS7-Gao	GSH bead fluor	ABCG2 inh	RGS4-Gao reg	RGS8-Gao	Bcl-XL Bim block	Bim-Bcl-B
1	COc1cc(/C=N/Nc2nn3cnnc3c3ccccc23)cc(OC)c1OC	0.2	0.0	5.0	2.0	104.0	12	0.6	103.1	100.4	0.0	1.0
2	O=[N+]([O-])c1ccc(N2CCSCC2)cc1	-0.2	0.0	-2.0	-2.0	93.3	9	0.2	95.4	100.1	-3.0	-3.0
3	O=C(NC(=S)Nn1cnc2c(cnn2-c2ccccc2)c1=O)c1ccccc1	-0.2	-15.0	-9.0	-9.0	97.5	19	-0.7	99.5	99.6	-8.0	-12.0
4	O=C(NCc1ccccc1)C1=C[C@H](c2ccc3c(c2)OCO3)C[C@H](OCCCCO)O1	5.7	-8.0	0.0	-5.0	95.8	20	2.0	94.3	96.3	-3.0	-4.0
5	COC(=O)C1C(=O)C=C(N2CCOCC2)CC1(C)C (stereo not drawn)	-0.3	-2.0	5.0	0.0	104.1	39	-1.3	101.6	113.1	-4.0	-2.0
6	O=C(NCCc1ccccc1)C1CCCN1C(=O)NCc1ccccc1 (stereo not drawn)	1.3	-18.0	-2.0	-13.0	98.7	28	13.2	98.2	96.9	-7.0	-10.0
7	CCN(CC)S(=O)(=O)c1ccc2c(c1)nc(CCC(=O)Nc1ccccc1Cc1ccccc1)n2CC	2.0	-8.0	0.0	-9.0	89.6	36	4.7	92.4	91.5	6.0	-8.0
8	COCCNC(=O)Nc1ccc2nc(-c3cccs3)c(-c3cccs3)nc2c1	-0.2	13.0	14.0	20.0	108.5	11	-0.4	102.5	101.9	18.0	-8.0
9	COc1ccccc1C(CNC(=S)NCc1ccccc1)N1CCCC1 (stereo not drawn)	0.2	-4.0	-5.0	-2.0	101.3	7	2.5	103.8	104.9	-3.0	-8.0
10	CCO/N=C(/C)c1c(O)cc(C(C)(C)C)n(-c2ccccc2)c1=O	0.3	-15.0	-4.0	-4.0	100.2	16	1.4	102.9	100.4	-10.0	-8.0
11	COc1ccc(-c2cc(-c3ccccc3)nc(N3CCCC3)n2)cc1OC	0.4	3.0	0.0	3.0	88.7	15	6.2	90.9	96.6	-1.0	4.0
12	c1ccc(-n2ncc3c(N4CCC5(CC4)OCCO5)ncnc32)cc1	0.3	-14.0	-4.0	-6.0	102.2	25	8.9	99.3	100.5	-5.0	-7.0
13	CS(=O)(=O)N1CC(C(=O)NC2CC2)Oc2ccc(Cl)cc21 (stereo not drawn)	0.0	0.0	2.0	5.0	99.8	24	0.0	99.8	100.7	2.0	6.0
14	COc1ccc(OCC(=O)NCCCN2CCOCC2)cc1	0.0	4.0	0.0	1.0	105.1	20	0.6	108.6	107.4	-2.0	-1.0
15	O=C(Cc1ccc([N+](=O)[O-])cc1)N1N=C(c2ccncc2)CC1(O)C(F)(F)F (stereo not drawn)	-0.2	-8.0	0.0	-4.0	?	13	0.8	103.3	102.4	-2.0	-5.0
16	CS(=O)(=O)N(Cc1ccc(Cl)cc1)c1ccc(C(=O)N2CCN(c3ccccc3)CC2)cc1	1.2	-5.0	9.0	-5.0	100.0	40	11.6	96.5	99.5	4.0	-6.0
17	CC(C)Cn1cnc2c1c(=O)n(CC(=O)Nc1ccc3c(c1)OCO3)c(=O)n2Cc1ccccc1	1.8	-3.0	-8.0	-4.0	98.6	17	4.5	96.0	99.8	-12.0	-5.0
18	Cc1ccc(N/C=C2\C(=O)C3(C)CCC2C3(C)C)cc1C (stereo not drawn)	0.3	-4.0	0.0	-2.0	104.3	12	6.8	101.1	105.2	-3.0	-3.0
19	CCOC(=O)c1c(N)c(C#N)cn1-c1ccccc1	0.0	0.0	3.0	0.0	99.8	11	0.7	96.4	99.3	0.0	2.0
20	CCOC(=O)C1(CCOc2ccccc2)CCN(Cc2ccc(-n3cccn3)cc2)CC1	2.1	-8.0	-4.0	-4.0	98.9	9	1.4	98.3	99.7	-2.0	-6.0
21	CCC(Oc1ccccc1)C(=O)Nc1nnc(C(F)(F)F)s1 (stereo not drawn)	0.6	-19.0	-1.0	-7.0	102.5	25	-2.5	102.3	103.0	-5.0	-6.0
22	Cc1c(-c2ccccc2)oc2c(C(=O)OCC(=O)Nc3ccc(C(N)=O)cc3)cccc2c1=O	-0.5	0.0	-2.0	0.0	100.0	5	-2.8	99.6	97.1	-3.0	-6.0
23	CC(C)(C)c1cc(C(=O)NCCN2CCCC2)cc(C(C)(C)C)c1	0.1	-2.0	-1.0	-2.0	100.1	12	1.0	98.7	101.3	-2.0	0.0
24	COCCN(C(=S)Nc1ccc(OC)cc1)C(C)c1cccs1 (stereo not drawn)	0.1	-12.0	-5.0	-5.0	102.7	16	6.7	104.7	103.5	-8.0	-9.0
25	O=C1CC(c2ccccc2)CC(O)=C1C=NCCN1CCNCC1 (stereo not drawn)	-0.7	-3.0	1.0	0.0	102.4	29	-4.3	99.9	106.9	0.0	-2.0
26	CNS(=O)(=O)c1cccc(C(=O)OCc2cc(=O)n3cc(Br)ccc3n2)c1	1.5	0.0	-1.0	3.0	98.6	7	7.2	98.6	100.5	-3.0	0.0
27	Cc1cc(C)cc(Oc2ccc(N)cc2)c1	-0.1	-13.0	-1.0	-7.0	90.5	35	-4.0	95.2	97.3	-8.0	-8.0
28	O=C(CCC(=O)OCc1cccc([N+](=O)[O-])c1)Nc1ccccc1Cl	-0.1	-2.0	0.0	-1.0	98.3	14	-1.0	86.8	96.1	0.0	-5.0
29	COc1cc(C=O)ccc1OCCCOc1ccccc1C(=O)O	0.5	-2.0	-1.0	-6.0	100.4	23	3.4	100.2	103.0	-8.0	-5.0
30	CCOc1ccc(NC(C(=O)Nc2cccc(C(C)=O)c2)c2ccccc2)cc1 (stereo not drawn)	1.2	-3.0	0.0	0.0	98.1	9	6.3	97.6	98.9	-2.0	1.0
31	Cc1noc(C)c1C(=O)NCCc1ccccc1	0.2	-2.0	-2.0	-3.0	88.8	29	-0.5	91.3	87.6	-5.0	-2.0
32	Cn1c(CSc2nc3ccccc3s2)n[nH]c1=S	-0.5	0.0	-1.0	-3.0	102.0	17	-0.4	98.9	101.2	-4.0	-9.0
33	O=C(NCc1ccccc1)C(Cc1ccccc1)NS(=O)(=O)c1cccc2nsnc12 (stereo not drawn)	0.6	-7.0	0.0	-4.0	97.3	65	0.6	99.6	101.5	-3.0	-5.0
34	COc1ccc(CNc2nc3nc(-c4ccccc4)cc(=O)n3[nH]2)cc1OC	-0.5	-16.0	-1.0	-6.0	94.8	29	-7.1	84.6	85.2	-7.0	-6.0
35	C=CCn1cccc(C(=O)Nc2ccc(OC)c(OC)c2)c1=O	0.6	-3.0	-2.0	-3.0	103.6	11	1.4	99.5	104.7	0.0	-2.0
36	Cc1ccc(CNC(=O)CNC(=S)N(Cc2ccccc2)Cc2cccnc2)cc1	0.2	-3.0	0.0	-3.0	99.7	8	0.8	103.6	106.0	-1.0	-9.0
37	CC1(N2CCOCC2)CC2(O)C(=[N+]1[O-])CCc1c2no[n+]1[O-] (stereo not drawn)	-0.1	-3.0	8.0	5.0	95.2	6	0.2	97.9	93.9	1.0	-1.0
38	O=C(Nc1cccc(CCc2ccccn2)c1)c1cc(F)c(F)cc1Cl	0.4	-3.0	-2.0	-2.0	101.9	13	1.2	102.7	101.3	-5.0	-1.0
39	CC(=O)C1=NOC(CNc2ncc(C(F)(F)F)cc2Cl)C1 (stereo not drawn)	-0.1	0.0	-2.0	0.0	100.5	18	1.8	99.7	99.4	-5.0	-3.0

By substructure, those above containing a halogen
nr	mol	ABCB1 block	Bfl-1 Bim block	Bim-Bcl-W	Bcl-2 Bim block	RGS7-Gao	GSH bead fluor	ABCG2 inh	RGS4-Gao reg	RGS8-Gao	Bcl-XL Bim block	Bim-Bcl-B
13	CS(=O)(=O)N1CC(C(=O)NC2CC2)Oc2ccc(Cl)cc21 (stereo not drawn)	0.0	0.0	2.0	5.0	99.8	24	0.0	99.8	100.7	2.0	6.0
15	O=C(Cc1ccc([N+](=O)[O-])cc1)N1N=C(c2ccncc2)CC1(O)C(F)(F)F (stereo not drawn)	-0.2	-8.0	0.0	-4.0	?	13	0.8	103.3	102.4	-2.0	-5.0
16	CS(=O)(=O)N(Cc1ccc(Cl)cc1)c1ccc(C(=O)N2CCN(c3ccccc3)CC2)cc1	1.2	-5.0	9.0	-5.0	100.0	40	11.6	96.5	99.5	4.0	-6.0
21	CCC(Oc1ccccc1)C(=O)Nc1nnc(C(F)(F)F)s1 (stereo not drawn)	0.6	-19.0	-1.0	-7.0	102.5	25	-2.5	102.3	103.0	-5.0	-6.0
26	CNS(=O)(=O)c1cccc(C(=O)OCc2cc(=O)n3cc(Br)ccc3n2)c1	1.5	0.0	-1.0	3.0	98.6	7	7.2	98.6	100.5	-3.0	0.0
28	O=C(CCC(=O)OCc1cccc([N+](=O)[O-])c1)Nc1ccccc1Cl	-0.1	-2.0	0.0	-1.0	98.3	14	-1.0	86.8	96.1	0.0	-5.0
38	O=C(Nc1cccc(CCc2ccccn2)c1)c1cc(F)c(F)cc1Cl	0.4	-3.0	-2.0	-2.0	101.9	13	1.2	102.7	101.3	-5.0	-1.0
39	CC(=O)C1=NOC(CNc2ncc(C(F)(F)F)cc2Cl)C1 (stereo not drawn)	-0.1	0.0	-2.0	0.0	100.5	18	1.8	99.7	99.4	-5.0	-3.0
